Screening data (PubChem)
FAS-TE inh: FAS thioesterase domain inhibitors, primary screen, biochemical, fluorescence intensity, uHTS; inhibition, % at 15 µM; Fatty acid synthase (Homo sapiens), P49327; 360,000 compounds, 0.67% hits; recombinant FAS-TE, OMFH fluorogenic substrate, fluorescence endpoint; AID 602261, 2012;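 active = compounds whose normalised, plate-corrected inhibition of enzyme fluorescence in the single-dose primary screen is 50% or more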;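 also: 0% = DMSO with enzyme and 100% = substrate without enzyme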
SKN-1 inh: suppressors of acrylamide-induced Pgst-4::GFP reporter in worms, primary screen, SKN-1 inhibitor project, whole organism, uHTS, GFP/RFP fluorescence ratio, strain VP596 | C. elegans VP596 Pgst-4::GFP/RFP ratio, 24 h | inhibition, % at 21.8 µM | 360,000 compounds, 0.49% hits;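 active = interference check ratio from 0.5 to 1.5 plus GFP to RFP signal ratio inhibition reaching or exceeding a fixed threshold, cut at about 30% in these data, passing the limit was not always enough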; also: some compounds called inactive have numbers as strong as hits
NadD block: inhibitors of S. aureus NadD, primary screen, biochemical, colorimetric, uHTS. Nicotinate-nucleotide adenylyltransferase NadD (Staphylococcus aureus N315). purified NadD enzyme, colorimetric absorbance read-out. inhibition, % at 20 µM. 360,000 compounds, 0.78% hits; in the data active = inhibition above about 26%; also: some compounds past the cut are filed as inactive
Rpn11 block: Rpn11 (PSMD14) deubiquitinase inhibitors, primary screen, biochemical, fluorescence polarization, uHTS | calls only at 20 µM | AID 588493, 2011 | human 26S proteasome, Ub4-pepOG fluorescence polarization; 20S core pre-blocked with epoxomicin | 26S proteasome non-ATPase regulatory subunit 14 (Homo sapiens), O00487 | 360,000 compounds, 0.59% hits;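 active = inhibition at 20 µM, scaled to each plate's controls, above about 33%, limit read from the data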
Target sequence (O00487 whole entry, looked up): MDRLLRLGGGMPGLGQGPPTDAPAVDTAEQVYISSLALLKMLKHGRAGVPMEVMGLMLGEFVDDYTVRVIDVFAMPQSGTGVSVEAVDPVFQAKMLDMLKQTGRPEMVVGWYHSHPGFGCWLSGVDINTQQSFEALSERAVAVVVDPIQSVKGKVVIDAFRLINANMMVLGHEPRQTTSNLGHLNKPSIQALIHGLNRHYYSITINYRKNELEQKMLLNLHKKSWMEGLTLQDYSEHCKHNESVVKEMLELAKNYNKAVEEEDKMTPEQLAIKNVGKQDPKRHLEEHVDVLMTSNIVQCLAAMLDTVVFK
Rin1-Abl PPI inh: inhibitors of Rin1-Abl protein binding, primary screen, biochemical, TR-FRET. Tyrosine-protein kinase ABL1 (Homo sapiens) + Ras and Rab interactor 1 (Homo sapiens), …. 360,000 compounds, 0.4% hits. inhibition, % at 7.35 µM; in the data active = inhibition above about 5%, passing the limit was not always enough
CSN inh: inhibitors of CSN-mediated cullin deneddylation, primary screen, biochemical, fluorescence polarization, uHTS; COP9 signalosome complex subunit 5 (Homo sapiens), Q92905; 360,000 compounds, 0.38% hits; AID 651999, 2013; inhibition, % at 12.5 µM; Purified CSN, SCF-Nedd8-OG deneddylation;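 active = pattern-corrected inhibition above about 35%, with an unprinted fluorescence ratio check between 0.5 and 1.5, limit read from the data, passing the limit was not always enough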;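 also: 0% = enzyme with substrate and 100% = substrate without enzyme; some results filed as inactive read as strong as hits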
Target sequence (Q92905 whole entry, looked up, one chain of several): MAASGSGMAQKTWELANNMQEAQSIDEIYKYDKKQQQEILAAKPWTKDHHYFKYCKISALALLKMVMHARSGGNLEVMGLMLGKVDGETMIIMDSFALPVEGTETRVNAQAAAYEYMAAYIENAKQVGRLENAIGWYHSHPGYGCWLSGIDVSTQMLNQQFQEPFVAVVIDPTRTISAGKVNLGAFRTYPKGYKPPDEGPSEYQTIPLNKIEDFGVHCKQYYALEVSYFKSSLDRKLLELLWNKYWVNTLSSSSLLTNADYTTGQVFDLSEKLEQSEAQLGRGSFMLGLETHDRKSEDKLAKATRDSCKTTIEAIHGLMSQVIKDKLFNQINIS
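Assay system: HEK293T-derived human Csn5 enzyme; quantity: 0.24 nM enzyme; medium: Tris/NaCl/DTT buffer, pH 7.5; also added: substrate SCFSkp2-Nedd8OG, 10 nM; doses: 12.5 µM compound; schedule: 90 min reaction at room temperature; signal: FP; read-out: % inhibition of substrate cleavage by Csn5; benchmarks: substrate-only high control, full reaction low control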
MT1-MMP act inh: blockers of MT1-MMP proenzyme processing, primary screen, HT1080 RFP-PRO-GFP cells, GFP/RFP fluorescence; GFP/RFP ratio change, % at 20 µM; AID 651647, 2012; GFP/RFP ratio fluorescence, overnight; percent of plate control window, DMSO zero; Matrix metalloproteinase-14 (Homo sapiens), P50281; 360,000 compounds, 0.061% hits;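 active = GFP/RFP ratio change of at least 30% with cell ATP level not reduced by more than half and red fluorescence within 50% of control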; also: strong numbers were not always called active
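Assay system – RFP-PRO-GFP reporter HT1080 cells · Compound dosing – single dose of 20 µM compound, 1% DMSO final · Incubation – overnight compound exposure at 37 °C · Measure – GFP/RFP fluorescence ratio · Benchmarks – DMSO wells and RFP-L50D-GFP cells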
Neddylation inh: inhibitors of cullin neddylation, primary screen, biochemical, TR-FRET, uHTS, NAE and Ubc12; calls only at 25 µM; 360,000 compounds, 0.58% hits; AID 651699, 2012; in the data active = inhibition above about 36%
MLLE-PAM2 inh: inhibitors of PABP1 MLLE–PAM2 peptide binding, primary screen, biochemical, fluorescence polarization, FITC-PAM2, GST-MLLE; 360,000 compounds, 0.36% hits; inhibition, % at 20 µM; AID 588489, 2011; Polyadenylate-binding protein 1 (Homo sapiens), P11940; in the data active = inhibition above about 35%, passing the limit was not always enough;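 also: plate controls were DMSO wells with GST-MLLE for no effect and wells lacking GST-MLLE protein for full effect; some results filed as inactive read as strong as hits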
* hit, by the source's call; i = inactive; / = no result given.

SMILES	FAS-TE inh	SKN-1 inh	NadD block	Rpn11 block	Rin1-Abl PPI inh	CSN inh	MT1-MMP act inh	Neddylation inh	MLLE-PAM2 inh
O=S(=O)(NC1CCCC1)c1ccc(S(=O)(=O)NC2CCCC2)cc1	-4	12	-6	i	-1	-2	-3	i	-12
COc1cccc(CNC(=O)CCS(=O)(=O)c2ccc3c(c2)NC(=O)C(C)S3)c1 (stereo unspecified)	-2	-1	-5	i	3	2	-9	i	-12
O=C(N/N=C/c1ccncc1)c1ccccn1	-1	8	-3	i	0	-1	1	i	0
O=C(O)CN1C(c2ccccc2)=Nc2ccc(Br)cc2C1c1ccccc1 (stereo unspecified)	-2	-1	-2	i	0	-1	-3	i	-3
C/C(N)=C(/C#N)C(=O)CSc1cc(C)c2ccccc2n1	-3	3	-2	i	5	0	1	i	-12
Cc1nc(-c2cccs2)sc1C(=O)NN	-6	-3	-2	i	-2	2	0	i	5
CCCNC(=S)N1CC2(C)CN(C(=O)C(=O)OC)CC(C)(C1)C2=O	-3	1	5	i	-1	-3	-3	i	-68
Nn1c(SCC(=O)N2CCCc3ccccc32)nnc1-c1ccc(Cl)cc1	-6	-20	0	i	3	3	2	i	-93
COc1cc2c(cc1OC)/C(=C/C(=O)c1ccc([N+](=O)[O-])c(C)c1)NCC2	10	13	0	i	-1	0	-1	i	0
O=C(Nc1ccc(S(=O)(=O)N2CCN(Cc3ccccc3)CC2)cc1)c1cnccn1	2	-12	-2	i	-2	-3	-4	i	4
C=C(C)c1cccc(C(C)(C)NC(=O)Nc2cccnc2)c1	-2	3	-2	i	0	2	7	i	0
O=C(O)C1(Nc2ccc(Br)cc2)CCCC1	-9	-2	2	i	3	-1	2	i	0
O=C(Cc1ccccc1)NS(=O)(=O)c1ccc(N=NN2CCOCC2)cc1	-6	-5	0	i	0	-3	3	i	-14
Cc1ccccc1NC(=O)COC(=O)COc1ccc2ccc(=O)oc2c1	-3	20	-2	i	1	-3	-1	i	-23
CCN(CC)S(=O)(=O)c1ccc(NC(=O)c2ccc(N(C)S(C)(=O)=O)cc2)cc1	3	19	-5	i	2	-2	-7	i	2
CCc1ccc(NC(=O)c2ccccc2Br)cc1	4	7	-2	i	1	-2	5	i	1
CSCCC(NC(=O)c1ccccc1Cl)C(=O)NCCOc1ccccc1 (stereo unspecified)	2	-4	-5	i	1	-2	3	i	1
Cc1cc(C)c(S(=O)(=O)Nc2ccc(O)cc2)c(C)c1	-8	-17	-4	i	2	1	0	i	-2
O=C(O)CN1C(=O)/C(=C/c2cccc(Cl)c2)Oc2ccccc21	3	26	-10	i	0	-3	-5	/	-1
CC(=O)Nc1ccc(C(=O)NNC(=O)C2C3CCCCC32)cc1 (stereo unspecified)	-6	-4	-4	i	2	2	1	i	9
COc1cccc(CNC(=O)c2cccc(NC(=O)CC3SC(N4CCCCC4)=NC3=O)c2)c1 (stereo unspecified)	-2	21	7	i	3	-6	7	i	5
O=C(NCCCN1CCOCC1)c1cc(S(=O)(=O)N2CCOCC2)c(Cl)cc1Cl	-7	12	-3	i	2	0	2	i	7
CC(C)CC1(C(=O)NCCc2c[nH]c3ccccc23)C=CCN1C(=O)c1ccccc1 (stereo unspecified)	2	8	-9	i	1	5	-2	i	2
CC1(C)C(=O)Nc2ccccc2N1C(=O)COc1ccccc1C#N	-4	1	4	i	2	-3	-7	i	-28
COCCn1c(SCC(=O)N(C)C2CCS(=O)(=O)C2)nc2ccccc2c1=O (stereo unspecified)	-1	-1	-5	i	0	-8	2	i	-19

Look-ups from above:
Result of `Cc1cc(C)c(S(=O)(=O)Nc2ccc(O)cc2)c(C)c1` under SKN-1 inh: -17
Result of `COc1cccc(CNC(=O)CCS(=O)(=O)c2ccc3c(c2)NC(=O)C(C)S3)c1` (stereo unspecified) under SKN-1 inh: -1
Result of `CSCCC(NC(=O)c1ccccc1Cl)C(=O)NCCOc1ccccc1` (stereo unspecified) under SKN-1 inh: -4
Result of `O=C(Cc1ccccc1)NS(=O)(=O)c1ccc(N=NN2CCOCC2)cc1` under NadD block: 0
Result of `O=C(O)C1(Nc2ccc(Br)cc2)CCCC1` under NadD block: 2
Result of `COc1cc2c(cc1OC)/C(=C/C(=O)c1ccc([N+](=O)[O-])c(C)c1)NCC2` under Rin1-Abl PPI inh: -1
Result of `C=C(C)c1cccc(C(C)(C)NC(=O)Nc2cccnc2)c1` under CSN inh: 2

Arranged by molar mass (lowest first): part of the list above.
SMILES	FAS-TE inh	SKN-1 inh	NadD block	Rpn11 block	Rin1-Abl PPI inh	CSN inh	MT1-MMP act inh	Neddylation inh	MLLE-PAM2 inh
C=C(C)c1cccc(C(C)(C)NC(=O)Nc2cccnc2)c1	-2	3	-2	i	0	2	7	i	0
CC1(C)C(=O)Nc2ccccc2N1C(=O)COc1ccccc1C#N	-4	1	4	i	2	-3	-7	i	-28
O=C(Cc1ccccc1)NS(=O)(=O)c1ccc(N=NN2CCOCC2)cc1	-6	-5	0	i	0	-3	3	i	-14
CC(C)CC1(C(=O)NCCc2c[nH]c3ccccc23)C=CCN1C(=O)c1ccccc1 (stereo unspecified)	2	8	-9	i	1	5	-2	i	2
O=C(O)CN1C(c2ccccc2)=Nc2ccc(Br)cc2C1c1ccccc1 (stereo unspecified)	-2	-1	-2	i	0	-1	-3	i	-3
COc1cccc(CNC(=O)CCS(=O)(=O)c2ccc3c(c2)NC(=O)C(C)S3)c1 (stereo unspecified)	-2	-1	-5	i	3	2	-9	i	-12
CCN(CC)S(=O)(=O)c1ccc(NC(=O)c2ccc(N(C)S(C)(=O)=O)cc2)cc1	3	19	-5	i	2	-2	-7	i	2

(continued)
SMILES	FAS-TE inh	SKN-1 inh	NadD block	Rpn11 block	Rin1-Abl PPI inh	CSN inh	MT1-MMP act inh	Neddylation inh	MLLE-PAM2 inh
Clc1ccc(C(c2ccccc2Cl)C(Cl)Cl)cc1 (stereo unspecified)	5	-11	0	i	-3	-1	2	i	4
O=C(c1cccc(Cl)c1)C1CCCN(Cc2ccc(N3CCNC3=O)cc2)C1 (stereo unspecified)	-1	-7	2	i	1	3	3	i	10
CN(C)C(=O)/C(C#N)=C\c1cc(Br)c(Sc2ccc(Cl)cc2)o1	49	7	-3	i	1	3	-33	i	6
FC(F)(F)c1cc(Cl)c2nc(-c3ccccc3)c(Cc3ccccc3)n2c1	-6	15	-1	i	3	4	0	i	8
Cc1ccc(Sc2ncccc2C(=O)NC2CCCCCC2)cc1C	-6	0	1	i	0	1	3	i	-2
Cc1c(O)c2cccnc2[nH]c1=O	-8	-7	-4	i	-4	-4	0	i	4
CCOc1ccc(NC(=O)c2nnn(CC(=O)Nc3ccccc3OCC)c2N)cc1	-3	14	-5	i	-3	-3	3	i	2
CCOC(=O)CCC(NC(=O)c1cncc(O)c1)C(=O)OCC (stereo unspecified)	-9	-23	-5	i	-5	-2	1	i	2
CCc1ccc(-n2c(=O)c3c(C)c(C(=O)N(C)C)sc3n(CC(=O)NCC3CCCO3)c2=O)cc1 (stereo unspecified)	-3	-2	0	i	4	-5	-3	i	-21
O=C(Nc1ccc(Oc2ccccc2)nc1)C1CCCCN1Cc1ccc(O)cc1 (stereo unspecified)	1	1	-5	i	3	3	-16	i	3
CCOC(=O)c1sc(NC(=O)C(OC(C)=O)c2ccccc2)nc1C (stereo unspecified)	-3	-6	-1	i	2	2	0	i	8
Cc1ccccc1N(C(=O)c1cccs1)c1nc2ccccc2s1	28	2	-7	i	2	2	-12	i	8
NC(=O)c1nsc(C(=O)N(Cc2cccnc2)C(C(=O)NCc2ccc(F)cc2)c2ccc(F)cc2)c1N (stereo unspecified)	5	1	1	i	0	-2	-7	i	3
CN(C)C(=S)SCCn1c(N)nc(N(C)C)nc1=O	-4	5	-2	i	-3	2	-1	i	0
CCCOc1ccccc1N1C(=O)CC(N(O)c2ccccc2)C1=O (stereo unspecified)	2	0	0	i	-2	4	-3	i	14
CCCCOc1ccc(C(O)C(CN2CCCCC2)c2ccccc2)cc1 (stereo unspecified)	-4	-5	-5	i	1	0	0	i	-9
CCN(CC)CCn1c(=S)[nH]c2ccc(Br)cc2c1=O	-3	-3	-6	i	-3	1	4	i	-50
COc1ccc(CN2C(=O)C(C)Nc3ncnc(N4CCOCC4)c32)cc1 (stereo unspecified)	-8	4	0	i	1	4	8	i	3
CCCCOc1ccc(CNC(=O)NS(=O)(=O)c2ccc(OCC(C)C)cc2)cc1	1	7	11	i	0	1	2	i	-7
Cc1nc2ccc([N+](=O)[O-])cc2s1	-5	-12	-2	i	2	-7	2	i	-2
CC1CC(=O)N(CC(=O)Nc2ccc3c(c2)OCCO3)c2ccccc2S1 (stereo unspecified)	-9	7	-7	i	-2	-1	1	i	3
O=C(NCc1ccco1)c1cccc(S(=O)(=O)N2CCN(Cc3ccccc3)CC2)c1	3	23	2	i	1	-2	1	i	10
COc1ccc(NC(=O)c2sc(=O)n(Cc3cccc(C(F)(F)F)c3)c2C)cc1OC	17	1	-9	i	4	4	-1	i	6
O=C(NCC1CCCO1)c1cc2c(s1)CCCC2 (stereo unspecified)	-8	-16	3	i	1	-5	0	i	-7
COc1ccc(C(=O)OCC(=O)NC2CCCC2)cc1OC	-3	3	-2	i	0	-2	0	i	-1
The list goes on:
SMILES	FAS-TE inh	SKN-1 inh	NadD block	Rpn11 block	Rin1-Abl PPI inh	CSN inh	MT1-MMP act inh	Neddylation inh	MLLE-PAM2 inh
COc1ccc(/C=C2\SC(c3ccc(C)cc3)=NC2=O)cc1OC	-20	24	-1	/	-2	102	11	i	135
COc1cccc(-c2nc(CS(=O)CC(=O)NCc3ccccc3)c(C)o2)c1 (stereo unspecified)	-2	-16	-1	i	1	-3	4	i	7
CCC(=O)NC(=S)NNC(=O)c1ccc([N+](=O)[O-])cc1	2	-11	-4	i	0	-2	5	i	28
CC(C)(C)C1CCC(OC(=O)CN2CCOCC2)CC1 (stereo unspecified)	-1	11	-1	i	-5	4	-8	i	-8
CCCCN(CC(=O)Nc1c(C)cccc1CC)C(=O)SCC	-4	19	-6	i	1	-2	2	i	-2
Cc1ccc(Cl)cc1-c1cc(C(=O)NCc2cccc(Cl)c2)[nH]n1	24	6	0	i	-3	3	2	i	7
CC1CCC(O)(C(C(=O)O)c2ccccc2)CC1 (stereo unspecified)	-8	-10	0	i	-1	4	2	i	8
NC(=O)C1CC(O)CN1c1nc(CN2CCOCC2)nc2scc(-c3ccccc3)c12 (stereo unspecified)	-3	19	1	i	-2	-2	9	i	17
